Compound activity as filed in PubChem.
PI4K2A block = PI4K2A (human) kinase inhibition; Q9BTU6; purified PI4K2A, ADP-Glo luminescence, 1 h; hits give low values; activity change, negative = inhibition, % at 76.9 µM; hit rate 0.13% among 420,000; in the data active = activity change below about -50%; inconclusive = mostly about -30% to -49%;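 also: -100% = wells without enzyme as full effect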
Target sequence (Q9BTU6 whole entry, looked up): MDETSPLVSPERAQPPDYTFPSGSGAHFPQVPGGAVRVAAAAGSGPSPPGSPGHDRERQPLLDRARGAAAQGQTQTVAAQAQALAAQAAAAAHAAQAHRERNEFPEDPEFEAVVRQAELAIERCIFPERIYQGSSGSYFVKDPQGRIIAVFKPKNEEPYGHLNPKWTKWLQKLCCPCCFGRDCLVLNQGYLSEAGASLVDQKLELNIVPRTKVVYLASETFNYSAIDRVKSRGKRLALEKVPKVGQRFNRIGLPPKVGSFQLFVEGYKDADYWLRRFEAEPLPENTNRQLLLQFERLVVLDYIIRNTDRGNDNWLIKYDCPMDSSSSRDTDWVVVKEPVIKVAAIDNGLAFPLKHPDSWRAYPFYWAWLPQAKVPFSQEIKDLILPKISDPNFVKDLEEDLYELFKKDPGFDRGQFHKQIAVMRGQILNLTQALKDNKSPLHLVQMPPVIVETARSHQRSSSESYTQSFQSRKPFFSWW
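PI4K2A activity was measured by ADP-Glo luminescence: enzyme (4 ug/mL stock) and phosphatidylinositol (1.2 mM stock) in Tris pH 7.5/MgCl2/EGTA/Triton X-100 buffer were reacted with ATP (300 microM stock) for one hour at ambient temperature.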
GLS inh = blocks human kidney-isoform glutaminase activity; hit rate 0.21% among 410,000; AID 624170; Potency, µM (highest dose often 45.5 µM), without a hit: top-dose activity change, negative = inhibition, most hits filed as inhibitors; GLS enzymatic activity, qHTS titration; O94925; also: potency is read from the fitted curve at half-maximal effect
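Glutamate formation by hKGA was monitored fluorometrically using coupled glutamate oxidase, HRP and Amplex Red. Substrate was added as 1 mM L-glutamine solution; incubation was 30 min at RT after an initial read.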
Tb PGK inh = T. brucei PGK inhibition | Potency, µM (highest dose often 57.5 µM), for the others: at the highest dose activity change, negative = inhibition, actives largely listed as inhibitors | hit rate 0.043% among 380,000 | PGK/GAPDH coupled, Kinase-Glo luminescence, 60 min; also: potency is read from the fitted curve at half-maximal effect; nearly all actives have a fitted effect of over 60% in size
Target sequence (P07378 whole entry, looked up): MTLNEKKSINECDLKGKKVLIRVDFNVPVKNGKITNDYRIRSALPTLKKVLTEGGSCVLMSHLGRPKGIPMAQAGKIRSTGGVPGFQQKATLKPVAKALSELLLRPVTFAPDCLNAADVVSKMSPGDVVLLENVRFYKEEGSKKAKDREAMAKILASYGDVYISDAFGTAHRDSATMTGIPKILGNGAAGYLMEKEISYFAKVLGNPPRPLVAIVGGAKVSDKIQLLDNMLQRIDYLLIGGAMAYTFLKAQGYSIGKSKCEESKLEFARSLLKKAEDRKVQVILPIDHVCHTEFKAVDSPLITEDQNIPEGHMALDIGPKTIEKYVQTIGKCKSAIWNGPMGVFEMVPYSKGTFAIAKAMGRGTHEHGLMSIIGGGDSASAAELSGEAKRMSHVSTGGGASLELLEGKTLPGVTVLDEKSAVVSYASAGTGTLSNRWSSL
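Recombinant glycosomal PGK reaction used 1,3-bisphosphoglycerate generated in-well by GAPDH (100nM final) in 100mM TEA pH 7.6, 5mM MgCl2, 0.01% Tween-20. After 60 minutes at room temperature, ATP was read by Kinase-Glo Plus luminescence end-point.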
Starred values were filed as active, the others as inactive; i = inactive; ? = inconclusive; [ ] = another dose, or the depositor's remark. Unless noted, calls follow the shape of the dose curve; as a rule, active = well fitted curve in the direction sought with a large enough effect; inconclusive = small, poorly fitted or top-dose-only effect, or another doubt; inactive = no such curve, though single readings can be large; an effect the other way counts as inactive or inconclusive. Unless noted, % is scaled to controls: 0 for no effect and ±100 for the full control effect. Not all compounds are listed (hit frequency here may not be typical).

Results follow in this order: PI4K2A block, GLS inh, Tb PGK inh
C[C@H]1CN(CCc2ccccc2)C(=O)[C@@H]1CC(=O)Nc1ccccc1
 : 6, -4%, -7%
CCOC(=O)C(=Cc1ccccc1)C(=O)c1ccccc1
 : 15, -12%, 5%
O=S(=O)(c1ccc(NC(=S)N2CCOCC2)cc1)N1CCCCC1
 : -1, 0%, -4%
CCOC(=O)CC1C(=O)NCCN1C(=S)NC(=O)c1ccc(C)c(Br)c1 (centres undefined)
 : -1, -12%, 0%
O=C1NC(=O)C2(N1)C(=O)c1cccc3cccc2c13 (centres undefined)
 : -15, 0%, -9%
Cc1ccc([C@H]2C[C@@H](O)[C@H](n3cc(C4CC4)nn3)CN2C(=O)C2CCCCC2)cc1
 : 7, 0%, 4%
CC(=O)c1ccccc1NC(=O)COC(=O)C1COc2ccccc2O1 (centres undefined)
 : 4, 3%, i
Cc1nc(-c2ccc(F)cc2)c(CC(=O)N(C)CC(=O)Nc2cccc(F)c2)s1
 : -3, -3%, 6%
Cc1ccc(N2CC(C(=O)Nc3cccc(S(=O)(=O)N4CCOCC4)c3)CC2=O)cc1 (centres undefined)
 : -1, -3%, -7%
c1ccc(SC23CC4CC(CC(C4)C2)C3)nc1
 : 7, -1%, 4%
CC(=Cc1ccccc1)C(=O)c1ccccc1
 : 9, -10%, -1%
C[C@@H]1CN([C@@H](C)CO)C(=O)c2cc(C3=CCCCC3)cnc2O[C@H]1CN(C)C(=O)Nc1cccc(F)c1
 : -1, 0%, -2%
CN(CCc1ccccc1)C(=O)CC1C(=O)NCCN1Cc1ccccn1 (centres undefined)
 : 6, -4%, 5%
CN1OC[C@@H]2CN[C@H](c3ccc(-c4ccccc4)cc3)C[C@@H]21
 : -6, -1%, -7%
C[C@@H]1CN([C@H](C)CO)C(=O)CCCn2nncc2CO[C@H]1CN(C)Cc1ccncc1
 : -5, 3%, 2%
CCCc1c(C(=O)N/N=C(\C)c2ccc3c(c2)OCO3)nnn1-c1nonc1N
 : -3, -3%, -6%
COc1ccc(S(=O)(=O)N(C)C[C@H]2Oc3ncc(-c4ccncc4)cc3C(=O)N([C@@H](C)CO)C[C@@H]2C)cc1
 : -5, -2%, -5%
C#CCN(C[C@@H]1[C@@H](OC(=O)NCc2ccccc2F)[C@@H](OC(=O)NCc2ccccc2F)Cn2c(=O)n(CCCCCC)c(=O)n21)S(=O)(=O)c1ccc(C)cc1
 : -2, -3%, -7%
COc1ccc(-c2cc(C(=O)N(C)CC(=O)Nc3cccc(F)c3)c3ccccc3n2)cc1OC
 : -2, -1%, -3%
COc1ccc(S(=O)(=O)Nc2ccc3c(c2)C(=O)N([C@H](C)CO)C[C@H](C)[C@@H](CN(C)S(=O)(=O)c2cn(C)cn2)OCCCC[C@H](C)O3)cc1
 : -7, 2%, 2%
COc1ccccc1NC(=O)N(C)C[C@H]1OCc2cn(nn2)CCCC(=O)N([C@@H](C)CO)C[C@@H]1C
 : 6, 10%, 1%
CSc1ncnc2c1ncn2CCCN[C@H](C)c1cccc2ccccc12
 : -7, 10%, 2%
COc1ccc(S(=O)(=O)N(C)C[C@H]2Oc3cc(Br)ccc3S(=O)(=O)N([C@H](C)CO)C[C@H]2C)cc1
 : 2, -2%, -1%
CCN(CC(=O)Nc1c(F)cccc1F)C(=O)c1c(-c2ccccc2Cl)noc1C
 : -3, 11%, 3%
C[C@H]1CN([C@@H](C)CO)C(=O)CCCn2nncc2CO[C@H]1CN(C)S(=O)(=O)c1cccc(C#N)c1
 : -7, 4%, i
O=[N+]([O-])c1ccc(NN=C(Oc2ccccc2)c2ccc([N+](=O)[O-])cc2)cc1
 : 1, 2%, -8%
Cc1ccc(S(=O)(=O)N(C)C[C@H]2Oc3cc(C#Cc4ccccc4)ccc3S(=O)(=O)N([C@H](C)CO)C[C@@H]2C)cc1
 : 4, -4%, -6%
COc1ccc([C@H]2C[C@@H](n3cc(COC(=O)c4ccccc4)nn3)[C@H](O)CN2C(=O)C2CCCCC2)cc1
 : -6, 0%, -7%
O=C(CSc1nnc(CNC(=O)c2c(F)cccc2F)o1)c1ccc(Cl)cc1
 : 3, 5%, 7%
COC(=O)C(c1ccccc1)C(CC(=O)c1ccccc1)c1ccccc1 (centres undefined)
 : -4, -5%, -6%
c1ccc2c(c1)C1=NCCN1c1ccccc1-2
 : -6, 0%, 1%
O=C(COC(=O)c1cc(S(=O)(=O)N2CCCCC2)ccc1N1CCOCC1)c1ccccc1Cl
 : -3, 4%, 8%
C[C@@H]1CN([C@H](C)CO)C(=O)c2c(c3ccccc3n2C)-c2ccccc2CO[C@@H]1CN(C)S(=O)(=O)c1cccs1
 : 1, -4%, -10%
Cc1ccc(S(=O)(=O)N2C[C@]3(O)C[C@@H]4C(=O)N(c5ccccc5)C(=O)[C@@H]4C[C@]3(OC(=O)NC3CC3)C2)cc1
 : -3, -4%, 3%
CCCCCCN1C[C@H](n2cc(COC(=O)c3ccccc3)nn2)[C@@H](O)C[C@@H]1c1ccc(Cl)cc1
 : -3, -7%, -2%
CSc1ncccc1C(=O)N1CCCC(Nc2ccc(F)c(F)c2)C1 (centres undefined)
 : 1, 12%, i
CC(=O)c1ccc2cc3c(cc2c1)OCO3
 : 7, 0%, i
O=C(NCc1ccccc1Cl)C1CCN(C(=O)c2ccc(F)cc2)CC1
 : 0, -1%, 2%
CC(=O)N1N=C(c2ccc(Br)cc2)CC1c1ccc(Br)cc1 (centres undefined)
 : -5, 0%, -3%
O=C1[C@H]2[C@@H](c3ccccc3)N[C@]3(CCCN(Cc4ccc(Br)cc4)C3=O)[C@H]2C(=O)N1Cc1ccccc1
 : -7, -2%, -2%
FC(F)(F)C1=NNC(c2ccc3ccccc3c2)=NN1
 : -2, 2%, 2%
CNC(=O)C[C@H]1C(=O)N(CCc2ccccc2)C[C@@H]1Cc1ccccc1
 : -4, -1%, 9%
Cc1ccc(S(=O)(=O)N2CCOCC2)cc1NC(=O)CSc1nnnn1C1CC1
 : 0, -1%, i
O=C(COC(=O)/C=C/c1cccc(Br)c1)Nc1ccc(Cl)cn1
 : 4, -11%, -10%
Cc1ccc(S(=O)(=O)N2CC3(O)CN(C(=O)OC(C)C)N(C(=O)OC(C)C)CC3(OC(=O)NCC3CCCCC3)C2)cc1 (centres undefined)
 : -2, -7%, -9%
C[C@@H]1CN([C@H](C)CO)C(=O)CCCn2nncc2CO[C@@H]1CN(C)S(C)(=O)=O
 : -9, -1%, i
Cc1nc(SCC(=O)N2CCCC2=O)c2c(C)c(C)sc2n1
 : 2, 2%, 4%
CN(c1ccccc1)S(=O)(=O)c1cccc(NC(=O)CCNC(=O)c2ccco2)c1
 : 4, 14%, 4%
C[C@@H]1CN([C@H](C)CO)C(=O)c2cc(Br)cnc2O[C@@H]1CN(C)Cc1ccc(-c2ccccc2)cc1
 : 0, 0%, 0%
COc1ccc(CCNC(=O)CCCn2c(=S)[nH]c3cc4c(cc3c2=O)OCO4)cc1OC
 : -1, -1%, -10%

Following part
Results follow in this order: PI4K2A block, GLS inh, Tb PGK inh
O=C(c1ccccc1)c1ccc(C(=O)N2CCN(c3ccccc3O)CC2)cc1
 : -5, -10%, -3%
O=C1NC(Cc2ccc(O)cc2)c2nc3ccc(Br)cc3c(=O)n2-c2cc3ccccc3cc21 (centres undefined)
 : -1, 18%, 3%
O=S(CC(O)(c1ccccc1)c1ccccc1)CC(O)(c1ccccc1)c1ccccc1
 : -11, 4%, -9%
COc1ccc(C(CC(=O)c2ccc(C)cc2)Sc2ccccc2N)cc1 (centres undefined)
 : -10, 0%, -7%
O=C1Nc2ccccc2Cc2ccccc21
 : 2, 1%, i
C[C@H](CO)N1C[C@H](C)[C@H](CN(C)S(=O)(=O)c2cccc(F)c2)OCc2ccccc2-c2c(n(C)c3ccccc23)C1=O
 : -10, -1%, 2%
CC(C)C1C(=O)N(Cc2cn(CCC3OCCO3)nn2)CCS(=O)(=O)N1Cc1ccc(-c2ccc(F)cc2)cc1 (centres undefined)
 : 2, -2%, 1%
CC(=O)N1c2ccccc2Sc2ccc3ccccc3c21
 : -1, -2%, -3%
CNC(=O)C[C@H]1C(=O)N(C2CCCCC2)C[C@@H]1c1ccc(Br)cc1
 : -1, 0%, -7%
Cc1cnc(CN(C)C(=O)C2CCC(=O)N(CCc3ccc(Cl)cc3)C2)[nH]1 (centres undefined)
 : -3, -1%, i

Full records, looked up by structure. Order of screens: PI4K2A block	GLS inh	Tb PGK inh
O=C1NC(=O)C2(N1)C(=O)c1cccc3cccc2c13 (centres undefined) is entered as -15	0%	-9%
O=[N+]([O-])c1ccc(NN=C(Oc2ccccc2)c2ccc([N+](=O)[O-])cc2)cc1 is entered as 1	2%	-8%

Molecules above that have a thiophene ring, fused or not (two):
Results follow in this order: PI4K2A block, GLS inh, Tb PGK inh
C[C@@H]1CN([C@H](C)CO)C(=O)c2c(c3ccccc3n2C)-c2ccccc2CO[C@@H]1CN(C)S(=O)(=O)c1cccs1
 : 1, -4%, -10%
Cc1nc(SCC(=O)N2CCCC2=O)c2c(C)c(C)sc2n1
 : 2, 2%, 4%

(further entries)
Results follow in this order: PI4K2A block, GLS inh, Tb PGK inh
COC(=O)c1ccccc1NN=Nc1ccccc1[N+](=O)[O-]
 : -3, 0%, -1%
Nc1nc(N)c2c(n1)CN(Cc1ccc(Cl)cc1)C2
 : -1, 11µM*, -9%
CC(=O)Nc1cccc(/C(C)=N/NC(=O)c2cccc(S(=O)(=O)N3CCCC3)c2)c1
 : 2, 2%, i
C[C@@H]1CN([C@H](C)CO)C(=O)CCCn2nncc2CO[C@@H]1CN(C)S(=O)(=O)c1ccc(-n2cccn2)cc1
 : -5, -1%, -6%
COc1cccc(C(=O)c2ccncc2C(=O)O)c1OC
 : -8, 0%, -6%
CCCCCC(=O)N1C[C@H](n2cc(COC(=O)c3ccccc3)nn2)[C@@H](O)C[C@@H]1c1ccc(Cl)cc1
 : -3, -8%, i
COc1ccc(N2CCN(CCCn3ccc(NC(=O)OCc4ccccc4)nc3=O)CC2)cc1
 : 0, 31%[activator], 4%
COc1cccc(CN(C)C(=O)c2ccc(S(=O)(=O)Nc3ccccc3C)cc2)c1OC
 : 4, -4%, -9%
CC(=O)Nc1ccc(C=C(C#N)c2ccc(C)cc2)cc1
 : ?, 3%, -7%
Cc1cccc(CN(Nc2ccccc2)c2ccccc2)n1
 : 4, 20%, i
CC1(C)CC(=O)C=C(c2ccc(COC(=O)C3CC3)cc2)C1=O
 : -3, 1%, -5%
Cn1nnc(NC(=S)NC(=O)c2ccc3ccccc3c2)n1
 : -1, 18%, 8%
CC1=NN(C(N)=S)C(=O)C1N=Nc1ccccc1[N+](=O)[O-] (centres undefined)
 : -2, 10%, 0%
COc1ccccc1C(=O)NNC(=O)CN(C)S(=O)(=O)c1ccc(Cl)cc1
 : -3, 7%, -4%
O=C1OCCC1=CN1CCCCC1
 : 1, 15%, -10%
C[C@H](CO)N1C[C@H](C)[C@@H](CN(C)C(=O)Nc2ccccc2F)Oc2ncc(Br)cc2C1=O
 : 2, 2%, 1%
FCc1nc2nc(Cl)c(Cl)nc2[nH]1
 : 3, -6%, -7%
CCN(CC)CCCNC(=O)CNC(=O)c1nn(-c2ccc(OC)cc2OC)c(=O)c2ccccc12
 : 0, -4%, -9%
Cc1nn(C)c(C)c1/C=C(\C#N)S(=O)(=O)c1ccc(F)cc1
 : 0, -5%, -3%
CN(C)c1ccc(/C=C2\c3ccccc3C(=O)N2c2ccccc2)cn1
 : 2, -1%, -1%

Single entries from the entries so far.
Cn1nnc(NC(=S)NC(=O)c2ccc3ccccc3c2)n1 in GLS inh → 18%
COc1ccccc1C(=O)NNC(=O)CN(C)S(=O)(=O)c1ccc(Cl)cc1 in Tb PGK inh → -4%
CC1=NN(C(N)=S)C(=O)C1N=Nc1ccccc1[N+](=O)[O-] (centres undefined) in Tb PGK inh → 0%

Next section:
Results follow in this order: PI4K2A block, GLS inh, Tb PGK inh
Cc1ncc([N+](=O)[O-])n1CC(=O)Nc1ccccc1Cl
 : 1, 1%, -8%
Cc1ccc2c(c1)C=CC(C#N)N2C(=O)Oc1ccccc1 (centres undefined)
 : 5, 4%, 0%
O=C(CSc1nnc2ccc(-c3ccccn3)nn12)Nc1ccc(F)cc1
 : -5, 1%, i
CCc1cccc(NC(=O)c2cc(S(=O)(=O)N3CCCCC3)ccc2N2CCOCC2)c1
 : 3, 0%, -3%
O=C(Nc1ccc(C(=O)N2CCOCC2)cc1)c1ccccc1Cl
 : -4, 0%, -2%
COc1ccccc1C(=O)NC(=S)Nc1ccc(N2CCOCC2)cc1
 : -6, 4%, -9%
COC(=O)C[C@@H]1C[C@@H]2c3cc(NS(=O)(=O)c4ccc(F)cc4)ccc3O[C@@H]2[C@H](CO)O1
 : 2, 28%, 7%
